Bioassay records as filed in PubChem.
CASP6 VEID inh: caspase-6 (human) enzyme inhibition; P55212; purified caspase-6, Z-VEID-R110 cleavage fluorescence; inhibition, % at 12.5 µM; 350,000 compounds, 0.53% hits; AID 686996;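 active means mean inhibition across replicates at least about 35%, with every replicate also reaching that limit, limit read from the data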;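 further: 0% = median of neutral control wells and 100% = no fluorescence left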
PglD inh: PglD (C. jejuni) enzyme inhibition; purified PglD enzyme, DTNB colorimetric CoA detection; inhibition, % at 12.5 µM; 360,000 compounds, 0.098% hits; AID 602405; in the data active means inhibition above about 16%, passing the limit was not always enough; further: strong numbers were not always called active
RAD54 branch: inhibitors of human RAD54 branch migration; Q92698; RAD54 Holliday junction branch migration, FAM/BHQ fluorescence; inhibition, % at 10.4 µM; 360,000 compounds, 0.14% hits;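 active means mean normalized replicate activity at least 40 and at least half of replicates scoring 40 or more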;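 further: 0% = median of neutral control wells and 100% = median of positive control wells; inhibitors cause a drop in the FAM fluorescence signal; in these data hits start at about 50%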
ARNT TACC3 PPI: disruptors of human ARNT/TACC3 interaction | inhibition, % at 9.99 µM | AlphaScreen His-ARNT PAS-B/GST-TACC3 binding, luminescence; TACC3 fragment carries E629A point mutation | 390,000 compounds, 0.66% hits | AID 623870;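 active means mean inhibition of replicates at least 50% and at least half of replicates each reaching 50%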;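 further: 0% = complete ARNT plus TACC3 wells and 100% = ARNT alone without TACC3; many hits fall short of the cut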
E-sel inducer: E-selectin induction on HUVECs. AID 686992. activation, % at 7.58 µM. 260,000 compounds, 0.37% hits. HUVEC E-selectin immunofluorescence imaging; normalized: neutral wells 0, TNF-alpha wells 100;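 active means mean E-selectin-positive cell signal at least 10% of the positive control, reached in at least 60% of replicates, without over 20% cell loss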;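 further: in these data hits start at about 27%; measured in HUVEC primary endothelial cells; signal is the percent of cells scored E-selectin positive by PE staining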
Target sequence (P16581 whole entry, looked up): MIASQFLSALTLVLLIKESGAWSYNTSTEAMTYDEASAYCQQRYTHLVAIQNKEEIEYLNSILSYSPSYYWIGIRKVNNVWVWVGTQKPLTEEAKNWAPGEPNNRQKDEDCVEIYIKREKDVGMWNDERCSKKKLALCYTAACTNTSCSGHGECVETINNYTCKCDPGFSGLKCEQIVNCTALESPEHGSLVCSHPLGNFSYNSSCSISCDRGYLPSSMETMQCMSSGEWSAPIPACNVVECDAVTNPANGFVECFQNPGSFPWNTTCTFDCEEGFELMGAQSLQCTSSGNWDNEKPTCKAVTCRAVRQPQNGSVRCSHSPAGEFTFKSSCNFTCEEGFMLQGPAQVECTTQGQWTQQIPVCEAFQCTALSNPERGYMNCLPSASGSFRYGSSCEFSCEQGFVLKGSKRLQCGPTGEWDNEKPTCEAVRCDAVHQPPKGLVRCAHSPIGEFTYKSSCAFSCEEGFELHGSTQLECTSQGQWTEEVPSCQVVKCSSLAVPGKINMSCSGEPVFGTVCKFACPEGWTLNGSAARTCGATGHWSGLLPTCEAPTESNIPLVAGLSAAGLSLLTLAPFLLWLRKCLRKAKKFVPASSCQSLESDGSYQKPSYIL
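material = human umbilical vein endothelial cells (HUVEC), E-selectin induction | quantity = 3,000 cells/well | medium = EGM-2 growth medium on 0.1% gelatin-coated wells | technique = immunofluorescence imaging | read-out basis = % PE-positive cells | control set = TNF-alpha positive control, DMSO neutral control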
RAD52 inh: inhibitors of human RAD52 DNA annealing; P43351; recombinant RAD52 DNA annealing, FRET fluorescence; inhibition, % at 18.7 µM; 360,000 compounds, 0.46% hits; AID 651710;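 active means every replicate showing at least 50% inhibition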
Target sequence (P43351 whole entry, looked up): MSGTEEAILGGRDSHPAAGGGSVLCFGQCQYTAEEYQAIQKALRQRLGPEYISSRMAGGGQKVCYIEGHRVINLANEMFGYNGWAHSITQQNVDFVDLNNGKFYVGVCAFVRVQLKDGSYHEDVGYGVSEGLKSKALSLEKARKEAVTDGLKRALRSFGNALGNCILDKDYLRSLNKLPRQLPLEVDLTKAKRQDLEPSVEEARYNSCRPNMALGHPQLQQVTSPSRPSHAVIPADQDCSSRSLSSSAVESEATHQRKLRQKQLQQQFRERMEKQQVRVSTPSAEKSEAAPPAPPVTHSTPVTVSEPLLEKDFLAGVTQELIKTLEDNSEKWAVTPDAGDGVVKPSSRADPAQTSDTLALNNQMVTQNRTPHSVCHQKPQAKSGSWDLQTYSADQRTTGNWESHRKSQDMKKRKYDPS
ERp5 inh: ERp5 (human) disulfide isomerase inhibition; Q15084; ERp5 insulin aggregation, absorbance 650 nm, 90 min; inhibition, % at 9.99 µM; 350,000 compounds, 0.05% hits;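 active means mean replicate inhibition above about 25%, with every replicate also reaching it, limit read from the data, passing the limit was not always enough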
esBAF inh: SWI/SNF esBAF complex inhibition; 350,000 compounds, 2% hits; mouse ES cells, Bmi1-luciferase knock-in reporter, 24 h; 100% = twice the neutral-well signal; reporter increase, % at 12.5 µM; in the data active means activation above about 40%;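 further: 0% = median of the plate's neutral control wells and 100% = double that signal; a rise in the Bmi1 reporter signal indicates esBAF inhibition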
Active calls of the source: *; . = no result given; & = joins results of further samples.

SMILES | CASP6 VEID inh | PglD inh | RAD54 branch | ARNT TACC3 PPI | E-sel inducer | RAD52 inh | ERp5 inh | esBAF inh
CN1CCN(S(=O)(=O)c2ccc3c(c2)CC(=O)N3C)CC1 | -9 | 2 | 7 | 1 | . | -2 | 1 | .
CCCCCc1n[nH]c2c1CCCC2 | 1 | -5 | -8 | -3 | . | -16 | 1 | 7
Cc1ccc(C(=O)CN(C(=O)c2ccc(Cl)c(Cl)c2)N2C(=O)C3C4C=CC(C4)C3C2=O)cc1 (stereo unspecified) | -2 | -1 | -6 | -2 | . | -10 | 1 | -4
O=S(=O)(Cc1ccccc1)CS(=O)(=O)Cc1ccccc1 | -12 | -3 | 2 | 5 | -0.2 | -2 | 0 | -1
COCCS(=O)(=O)N(Cc1ccc(Br)cc1)[C@@H](C)C(=O)OC | 3 | 5 | 0 | -8 | -1.1 | -6 | 0 | -4
Cc1ccc(S(=O)(=O)Nc2ccc3c(c2)C(=O)N([C@@H](C)CO)C[C@@H](C)[C@@H](CN(C)Cc2ccncc2)O3)cc1 | 0 | -1 | 6 | -6 | 0.6 | -26 | 0 | -2
C[C@@H]1CN([C@H](C)CO)C(=O)Cc2cc(NC(=O)C3CCCCC3)ccc2O[C@@H]1CN(C)C(=O)Nc1ccccc1 | 1 | -4 | -2 | -4 | 0.1 | 5 | 4 | 2
Cc1ccc(OCCC(=O)Nc2ccc(S(=O)(=O)Nc3cc(C)nc(C)n3)cc2)cc1 | 2 | . | . | 0 | -1.8 | 0 | 4 | .
O=C(O)CCCC(=O)NNc1nc(-c2ccccc2)c2cc(Cl)ccc2n1 | 2 | -2 | -3 | 2 | 0.0 | -5 | 1 | -2
Cc1cccc(NC(=O)NNS(=O)(=O)c2ccc(F)cc2)c1 | -2 | . | . | 15 | -1.7 | 0 | 1 | .
O=C(CN(C(=O)CCC(=O)Nc1nccs1)c1ccccc1F)NCC1CCCO1 (stereo unspecified) | . | -6 | 0 | -3 | . | . | . | -9
CC1COC(=O)C(NNc2ccc(Cl)c(Cl)c2)=N1 (stereo unspecified) | -1 | . | . | 20 | 5.8 | 0 | 1 | .
CCN1C[C@@H]2[C@@H]3C(=O)N(Cc4ccccc4)C(=O)[C@@H]3[C@](Cc3ccccc3)(C1=O)N2C(=O)c1ccc(C)cc1 | -4 | 3 | 1 | 12 | 0.2 | -15 | 0 | 1
O=C(Nc1cc(Cl)ccc1Cl)C1CCCO1 (stereo unspecified) | -2 | 2 | 6 | -9 | -0.1 | -11 | 0 | 12
CCC(=O)Nc1ccc2c(c1)C(=O)N(C)C[C@@H](OC)[C@H](C)CN(C(C)=O)[C@@H](C)CO2 | 3 | . | . | . | -0.1 | 8 | 1 | .
Cc1ccccc1-c1cnc2c(c1)C(=O)N([C@@H](C)CO)C[C@@H](C)[C@H](CN(C)CC1CCOCC1)O2 | 1 | -2 | 5 | -6 | . | -1 | 4 | -2
CC(Cc1ccccc1)C(=O)Nc1ccc(Br)cc1 (stereo unspecified) | 0 | 3 | 7 | -8 | 0.0 | 0 | 0 | 21
Cc1cnc(CNC(=O)c2csc([C@H]3C[C@H](O)[C@@H](CO)O3)n2)cn1 | 1 | -5 | -12 | . | -0.3 | 0 | 3 | -2
O=C1c2ccc(-c3nc4ccccc4o3)cc2C(=O)N1Cc1ccccc1 | . | -11 | 2 | -3 | . | . | . | -6
Cc1ccc(OCc2ccc(C(=O)Nc3ccc(S(N)(=O)=O)cc3)o2)cc1 | 0 | -6 | 10 | -3 | -2.6 | 4 | -2 | 23
COC(=O)c1oc2ccc(Br)cc2c1-n1cccc1 | . | -6 | -6 | -7 | . | . | . | 0
C#CCn1c2ccccc2c(=O)n1C(C)C | 1 | 12 | 2 | . | 0.2 | -11 | 5 | 1
CC(C)c1cccc(C(C)C)c1NC(=O)COC(=O)[C@H](C)NC(N)=O | 2 | . | . | 1 | 0.2 | 0 | 5 | .
CC1CCN(c2ccc(C(=O)NCc3cccs3)cn2)CC1 | . | 2 | -3 | -6 | . | . | . | 59*
Cc1ccc(P(=Nc2ccccc2)(N2CCOCC2)N2CCOCC2)o1 | -1 | -2 | 4 | 4 | . | -1 | -3 | 5
O=C(Nc1ccnn1C1CCN(Cc2ccc(Cl)cc2)CC1)C1CCCC1 | -2 | -1 | -2 | 5 | -0.3 | -9 | 1 | .
COCCN(CC(=O)Nc1cccc(S(=O)(=O)N2CCCC2)c1)Cc1nc2ccccc2c(=O)[nH]1 | 1 | -7 | 1 | 2 | . | -19 | 8 | 5
O=C(CN1CCN(Cc2ccc(Cl)cc2)C1=O)NCCCN1CCN(c2ccc(F)cc2)CC1 | . | -3 | 1 | 12 | . | . | . | -28
Nc1ccccc1SCC(=O)Nc1ccc2c(c1)OCO2 | 2 | 1 | 1 | 1 | 0.8 | -10 | 10 | 25
Cc1nnc(NCc2ccco2)s1 | . | -2 | -5 | 1 | . | . | . | 7
COc1cc(-c2nc3ccccc3nc2-c2ccc(O)c(OC)c2)ccc1O | 4 | -6 | -3 | 6 | . | -4 | 2 | -4
C/C=C/c1ccc([C@H]2[C@@H](CO)N3CCCCN(S(=O)(=O)c4ccc(OC)cc4)C[C@H]23)cc1 | 1 | 0 | -5 | 24 | 1.6 | 60* | -7 | -8
COc1ccc(NC(=O)N(C)C[C@@H]2Oc3ccc(NC(=O)Nc4ccc5c(c4)OCO5)cc3C(=O)N([C@H](C)CO)C[C@H]2C)cc1 | -2 | 1 | -1 | -1 | -0.1 | -7 | 4 | 5
Cc1ccccc1-c1ccc2c(c1)O[C@@H](CN(C)C(=O)c1ccccn1)[C@H](C)CN([C@H](C)CO)S2(=O)=O | 11 | 2 | -7 | 4 | 0.0 | 9 | -2 | 1
Cc1ccc(C(=O)CSc2ncnc3sc4c(c23)CCC(C)C4)cc1 (stereo unspecified) | . | 2 | -3 | -2 | . | . | . | 7
COCC(=O)N1C[C@H]2[C@@H](c3ccccc31)[C@H](CO)N2C(=O)C1CCCC1 | -1 | 3 | -9 | -1 | -0.1 | -5 | -1 | -3
CCOCCc1nnc(NC(=O)C(C)Oc2ccccc2)s1 (stereo unspecified) | . | -2 | -8 | -3 | 0.0 | -24 | 3 | -1
Cc1ccc(-n2c(=O)[nH]cc(C(=O)Nc3ccc4c(c3)OCCO4)c2=O)cc1C | . | 8 | 6 | 4 | . | . | . | 1
O=C(COC(=O)c1ccc(C(F)(F)F)cc1)NC(=O)NC1CCCC1 | -2 | -5 | 6 | -3 | 0.0 | -12 | -11 | -13
O=C(c1cccnc1)N1CCN(Cc2ccc3ccccc3c2)CC1 | -1 | -1 | 3 | -7 | . | -15 | -2 | -2
CCOc1cc(CNCCN(C)C)c(Cl)cc1OCC(=O)NCCc1ccccc1 | . | -4 | 7 | -3 | . | . | . | -2
CO[C@H]1CN(C)C(=O)c2cc(NS(=O)(=O)c3c(C)noc3C)ccc2OC[C@@H](C)NC[C@H]1C | 2 | 0 | 4 | -3 | -0.1 | -18 | -2 | -9
Cc1cccc(S(=O)(=O)N[C@H]2CC[C@H](CCNC(=O)Nc3cc(F)ccc3F)O[C@@H]2CO)c1 | -151 | 2 | -5 | -1 | 0.0 | 11 | 10 | 4
COc1cc(C(=O)N(Cc2ccccc2)c2cccc(C)c2)ccc1OC(F)F | -51 | -4 | 9 | -16 | 11 | -7 | 1 | 1
COc1cccc(NC(=O)N(C)C[C@@H]2Oc3cc(-c4ccccc4F)ccc3S(=O)(=O)N([C@H](C)CO)C[C@H]2C)c1 | 4 | -3 | -6 | 6 | -0.5 | 20 | -4 | 11

Part of the list above, comma-delimited:
Molecule,CASP6 VEID inh,PglD inh,RAD54 branch,ARNT TACC3 PPI,E-sel inducer,RAD52 inh,ERp5 inh,esBAF inh
COc1cc(C(=O)N(Cc2ccccc2)c2cccc(C)c2)ccc1OC(F)F,-51,-4,9,-16,11,-7,1,1
CC1CCN(c2ccc(C(=O)NCc3cccs3)cn2)CC1,.,2,-3,-6,.,.,.,59*
CC(Cc1ccccc1)C(=O)Nc1ccc(Br)cc1 (stereo unspecified),0,3,7,-8,0.0,0,0,21
COCCS(=O)(=O)N(Cc1ccc(Br)cc1)[C@@H](C)C(=O)OC,3,5,0,-8,-1.1,-6,0,-4
Cc1ccc(OCc2ccc(C(=O)Nc3ccc(S(N)(=O)=O)cc3)o2)cc1,0,-6,10,-3,-2.6,4,-2,23

The list continues.
SMILES | CASP6 VEID inh | PglD inh | RAD54 branch | ARNT TACC3 PPI | E-sel inducer | RAD52 inh | ERp5 inh | esBAF inh
O=C(COc1ccc(C(=O)NCCN2CCOCC2)cc1)Nc1cccc(C(F)(F)F)c1 | -5 | 4 | -11 | . | -0.7 | -3 | 10 | -4
O=C(NCCCNC(=O)c1c(Cl)cccc1Cl)c1c(Cl)cccc1Cl | 0 | . | . | -2 | 0.0 | -3 | -3 | .
Cc1ccccc1S(=O)(=O)Cc1ccc(C(=O)NCCCN2CCC(C)CC2)o1 | -37 | . | . | -4 | 3.4 | -18 | 4 | .
COc1ccc(-n2nc(C(=O)NCC(=O)NCC3COc4ccccc4O3)c3ccccc3c2=O)c(OC)c1 (stereo unspecified) | -5 | . | . | -9 | . | -4 | 4 | .
O=C(C[C@@H]1C=C[C@H](NC(=O)C2CCOCC2)[C@H](CO)O1)NCc1ccncc1 | -1 | 0 | -3 | 8 | 0.2 | 4 | 2 | 5
CC(C)CNC(=O)NC(=O)COC(=O)c1cc(F)cc(F)c1 | 2 | . | . | -8 | . | 0 | -4 | .
CCCC(c1nnnn1CCOC)N1CCN(c2nc3ccccc3s2)CC1 (stereo unspecified) | 1 | . | . | -11 | . | -7 | 0 | -2
O=C(NC(=S)NC1CCC(O)CC1)c1ccco1 (stereo unspecified) | 2 | -2 | -11 | -31 | . | -3 | -2 | 8
COCCCC/C(=N\OCCN)c1ccc(C(F)(F)F)cc1 | 10&5&7&10 | 1&-1&1&-4&0 | 18&8&0&-6&-1 | 0&3&-5&29&0 | 1.3&0.1&0.1&2.1 | 1&3&4&4 | -4&-6&4&-4 | 0&-4&-7&-1&-10
CC1CN(c2oc(COc3ccc(Cl)cc3Cl)nc2C#N)CC(C)O1 (stereo unspecified) | . | 0 | -8 | 32 | . | . | . | 1
C[C@@H]1O[C@H](C2CCCCC2)Cc2[nH][nH]c(=O)c21 | 5 | . | . | . | 0.4 | 1 | 9 | .
CCOc1ccc(-c2nc(-c3ccccc3)no2)cc1OCC | -2 | 4 | 6 | -5 | 0.9 | -18 | 4 | -12

Structural class: the compounds so far with a thiophene ring, fused or not
SMILES | CASP6 VEID inh | PglD inh | RAD54 branch | ARNT TACC3 PPI | E-sel inducer | RAD52 inh | ERp5 inh | esBAF inh
CC1CCN(c2ccc(C(=O)NCc3cccs3)cn2)CC1 | . | 2 | -3 | -6 | . | . | . | 59*
Cc1ccc(C(=O)CSc2ncnc3sc4c(c23)CCC(C)C4)cc1 (stereo unspecified) | . | 2 | -3 | -2 | . | . | . | 7

Random draw from the library; any-hit rate near 3.2%.
